Screens: PubChem BioAssay, several laboratories
Alkaline phosphatase – human TNAP enzyme inhibitors, biochemical, luminescent (AID 518). purified TNAP enzyme, luminescent substrate readout; higher % means a stronger effect. 64,000 tested, 0.09% active. inhibition, % at 20 µM, or IC50 in µM where a hit was titrated; in the data active means a potency from the dose series; inactive means the rest, 99 in 100 with inhibition below about 22%;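 further: plate controls were vehicle for no effect and reference inhibitor for full effect; many of its hits are not listed in these tables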
DPM-DC inhibit – inhibitors of Streptococcus pneumoniae diphosphomevalonate decarboxylase. purified DPM-DC, PK/LDH coupled NADH fluorescence. calls only at 10 µM. 65,000 tested, 0.49% active;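 active means the 320 compounds with the highest percent inhibition in the single-dose primary screen, excluding strongly autofluorescent ones, cut at about 32% in these data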;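 further: kinetic rate of NADH fluorescence loss reporting ADP formed by the decarboxylase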
Bfl-1 inhibitors – Bfl-1 inhibitors, primary screen, biochemical, fluorescence polarization, FITC-Bid, mouse (AID 432). 64,000 tested, 0.02% active. FITC-Bid BH3 peptide fluorescence polarization displacement; higher % means a stronger effect. one-dose displacement, % at 20 µM; IC50 in µM for titrated hits; in the data active means a potency from the dose series; inactive means the rest, 99 in 100 with displacement below about 15%; further: strong numbers were not always called active
LYP phosphatase – LYP phosphatase inhibitors, primary screen, biochemical, DiFMUP fluorescence, recombinant catalytic domain, 10 µM (AID 606); recombinant LYP catalytic domain, DiFMUP fluorescence; higher % means a stronger effect; inhibition, % at 10 µM, or IC50 in µM where a hit was titrated; 52,000 tested, under 10 active;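 active means IC50 under 40 µM in the dose-response test; inactive means IC50 of 40 µM or more, or never dose-tested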
HPDE-C7 viability – cytotoxicity in HPDE-C7 cells, cell-based, fluorescence, HTS (AID 430); HPDE-C7 pancreatic duct cells viability, fluorescence; higher % means a stronger effect; one-dose cytotoxicity, % at 10 µM; EC50 in µM for titrated hits; 63,000 tested, 1.8% active;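 further: cells exposed to compound for 48 hours before viability readout; 0% = vehicle and 100% = reference cytotoxic drug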
PMK inhibit – blocks S. pneumoniae phosphomevalonate kinase; purified PMK, PK/LDH-coupled NADH absorbance 340 nm; inhibition, % at 10 µM; 65,000 tested, 0.49% active; AID 539;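 active means top-ranked compounds by inhibition in the single 10 µM screen, taking a fixed number of the strongest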;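 further: 0% = full reaction with DMSO carrier and 100% = background rate without enzyme reaction; no value below 0 was filed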
HT1080 cytotoxicity – HT1080 cell viability loss – fluorescence readout (AID 620); HT1080 viability, fluorescence; higher % means a stronger effect; cytotoxicity, % at 10 µM, or EC50 in µM where a hit was titrated; 87,000 tested, 0.42% active;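 further: cells exposed to compound overnight then 4 h with Alamar Blue; 0% = vehicle DMSO and 100% = killing control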
MK inhibit – S. pneumoniae mevalonate kinase inhibition; purified MK, PK/LDH-coupled NADH absorbance 340 nm; inhibition, % at 10 µM; 65,000 tested, 0.48% active; AID 555;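 active means ranked among the strongest by inhibition in the single 10 µM screen, a fixed top-ranked set picked for dose follow-up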; further: no value below 0 was filed
KRASV12 cytotoxicity – cytotoxicity in KRAS-transformed pancreatic duct cells, primary screen, cell-based, fluorescence, HTS (AID 431). HPDE-C7K KRASV12 cells, Alamar Blue viability, 48 h; higher % means a stronger effect. cytotoxicity, % at 10 µM, or EC50 in µM where a hit was titrated. 63,000 tested, 1.7% active;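 active means compounds whose percent cytotoxicity in the single-dose primary screen, scaled between solvent and toxic-drug controls, exceeds 50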;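 further: 0% = DMSO solvent wells and 100% = doxorubicin-treated wells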
PMK inhibit pilot replicates – also measured in PMK inhibit; calls as there; inhibition, %; measured here: pilot screen replicates
MK inhibit pilot replicates – second read-out of MK inhibit, no call of its own (marks repeat the call); inhibition, %; measured here: pilot screen replicates
DPM-DC inhibit pilot screen % – also measured in DPM-DC inhibit; calls as there; inhibition, %; measured here: pilot screen trials
An asterisk follows results filed as active; i = inactive; . = not tested or not shown; & = joins results of further samples. Unless noted, no stated cut-off is given here; in the data, active means cytotoxicity above about 50%; inactive means the rest.

SMILES	Alkaline phosphatase	DPM-DC inhibit	Bfl-1 inhibitors	LYP phosphatase	HPDE-C7 viability	PMK inhibit	HT1080 cytotoxicity	MK inhibit	KRASV12 cytotoxicity	others
Cc1ccc(S(=O)(=O)N2CCN(C(=O)CSc3nnc(C)c(=O)[nH]3)CC2)cc1	10%	i	-6%	12%	6%	19	-1%	0	4%
CCN(CC)CCN1C(=O)C(=O)/C(=C(/O)c2c(C)[nH]c(C(=O)OC)c2C)C1c1ccccc1 (stereo not drawn)	2%	i	1%	5%	-4%	5	-11%	2	-10%
CC1(C)CC(=O)C2=C(C1)OC(N)=C(C#N)C2c1ccc(OC(=O)N2CCOCC2)cc1 (stereo not drawn)	-1%	i	5%	-8%	-10%	5	0%	5	-8%
COc1ccccc1-n1c(SCC(=O)NC(C)(C)C)nnc1-c1ccco1	13%	i	-13%	16%	3%	14	-6%	6	-8%	PMK inhibit pilot replicates=0.0;MK inhibit pilot replicates=0.0;DPM-DC inhibit pilot screen %=0.0
O=C(O)CC1C(=O)NCCN1CCCc1ccccc1 (stereo not drawn)	12%	i	-7%	6%	-2%	0	1%	2	-3%
Cc1nc2nc[nH]c2cc1Br	2%	i	-6%	4%	-9%	13	-12%	6	-10%
Cc1cc(NS(=O)(=O)c2ccc(NC(=O)c3cnc4scc(C)n4c3=O)cc2)nc(C)n1	4%	i	-4%	4%	-7%	9	-1%	0	6%
CC1=C(C(=O)NC2CCC(C)CC2)C2(CCC(C)CC2)OC1=O (stereo not drawn)	14%	i	-5%	2%	-5%	4	-5%	0	-1%	PMK inhibit pilot replicates=3.0;MK inhibit pilot replicates=1.5;DPM-DC inhibit pilot screen %=1.0
O=C(NCCCN1CCCC1)c1cccc(N2CCCC2=O)c1	8%	i	2%	-1%	-20%	23	2%	0	-2%
Cc1cc(C)c2c(N)c(C(=O)c3ccccc3)oc2n1	16%	i	3%	15%	-11%	1	4%	9	28%	PMK inhibit pilot replicates=0.0;MK inhibit pilot replicates=0.0;DPM-DC inhibit pilot screen %=2.5
CCCC(C(=O)NC1CCCC1)N(C(=O)Cn1nnc(-c2ccc(C)o2)n1)C1CCCC1 (stereo not drawn)	5%	i	-1%	3%	-3%	5	-4%	8	0%
CCCc1cc(=O)[nH]c(SCC(=O)CSc2nc(CCC)cc(=O)[nH]2)n1	0%	i	4%	9%	-10%	13	-8%	0	-15%
Cc1c(C(=O)N2CCN(Cc3ccccc3)CC2)sc2ncnc(N3CCOCC3)c12	2%	i	-2%	-6%	1%	11	4%	2	-9%
O=C(CCn1c(=O)oc2ccccc21)NCc1ccc2c(c1)OCO2	9%	i	-5%	8%	-3%	10	0%	1	4%
CC(NC(=O)CN1CCN(Cc2ccc(Cl)cc2)C1=O)c1ccc2c(c1)OCCO2 (stereo not drawn)	0%	i	2%	.	-9%	10	1%	16	-4%
O=C(/C=N/O)Nc1cccnc1	20%	i	1%	5%	0%	3	6%	13	4%	PMK inhibit pilot replicates=4.0;MK inhibit pilot replicates=0.0;DPM-DC inhibit pilot screen %=0.0
Cc1c(C#N)c2ncnc(N)c2n1-c1ccccc1	10%	i	-6%	.	.	9	-2%	10	.
CN(C)c1ccc(N/C=C/C(=O)c2ccc(F)cc2)cc1	17%	i	-46%	-10%	9%	0	3%	5	18%
Cc1cc(C)cc(N(C(=O)Cn2nnc3ccccc32)C(C(=O)NCc2ccco2)c2ccncc2)c1 (stereo not drawn)	8%	i	1%	4%	-22%	11	13%	5	-15%
CCOc1ccc(N2C(=O)CC(N3CCOCC3)C2=O)cc1 (stereo not drawn)	2%	i	-3%	10%	-8%	9	1%	0	-2%
COc1cc2[nH]c(=O)c(C(=O)NCCCN3CCCCC3)c(O)c2cc1OC	13%	i	-10%	-1%	0%	12	0%	9	3%	PMK inhibit pilot replicates=2.5;MK inhibit pilot replicates=0.0;DPM-DC inhibit pilot screen %=12
Cc1ccc(S(=O)(=O)c2nc(-c3ccco3)oc2SCC(=O)NCC2CCCO2)cc1 (stereo not drawn)	9%	i	1%	-3%	20%	2	16%	8	28%	PMK inhibit pilot replicates=2.5;MK inhibit pilot replicates=0.0;DPM-DC inhibit pilot screen %=0.0
O=C1OC(Nc2ccc(Br)cn2)c2ccccc21 (stereo not drawn)	10%	i	-5%	.	-2%	5	3%	3	2%
CN(C(=O)C1CCOC1)c1nnc(C2CCOC2)s1 (stereo not drawn)	12%	i	-12%	-9%	-4%	27*	-2%	1	1%
O=C1C2CC=C(Cl)CC2C(=O)N1c1ncn[nH]1 (stereo not drawn)	-16%	i	6%	.	-1%	5	-1%	6	5%	PMK inhibit pilot replicates=1.5;MK inhibit pilot replicates=2.5;DPM-DC inhibit pilot screen %=4.0
CN1CCN(C(=O)C2CCCCC2C(=O)O)CC1 (stereo not drawn)	1%	i	0%	-2%	-3%	0	-4%	0	2%
CC(C)CNC(=O)c1noc2c1CCCC2	11%	i	1%	-2%	1%	8	-1%	13	1%
CCOc1cccc2c1OC1(C)CC2NC(=O)N1c1ccc(OC)cc1 (stereo not drawn)	9%	i	3%	8%	-13%	0	10%	0	0%
CC(=O)c1sc(NC(=O)C2COc3ccccc3O2)nc1C (stereo not drawn)	11%	i	1%	1%	-7%	2	.	2	-2%	PMK inhibit pilot replicates=3.0;MK inhibit pilot replicates=14;DPM-DC inhibit pilot screen %=2.5
O=C(CSCc1cnn(-c2ccccc2)c1-n1cccc1)NCc1ccc2c(c1)OCO2	1%	i	-2%	12%	8%	5	-8%	6	9%
Cc1oc(-c2ccccc2F)nc1CN1CCC(C(=O)NCCC2=CCCCC2)CC1	-2%	i	0%	-7%	-3%	10	0%	0	8%
CCS(=O)(=O)N1CCN(C(=O)c2cc(OC)cc(OC)c2)CC1	11%	i	-9%	.	-3%	14	-5%	8	3%
CCc1nnc(NC(=O)Cc2ccc(OCc3c(C)noc3C)cc2)s1	13%	i	0%	-3%	-8%	20	-6%	1	1%
O=C(O)c1cc(S(=O)(=O)NCC2CCCO2)ccc1Cl (stereo not drawn)	2%	i	-8%	-9%	-8%	14	-14%	6	3%
COc1cc(NC(=O)CN2CCN(c3ccccc3F)CC2)cc(OC)c1	4%	i	-5%	.	-2%	1	-5%	2	12%
O=c1c2c3c(sc2n(CCN2CCOCC2)c(=O)n1Cc1ccco1)CCCCC3	9%	i	0%	2%	-3%	9	-3%	10	1%
CCOC(=O)N1CCN(CCC(=O)Nc2cccc(Br)c2)CC1	15%	i	0%	.	-9%	12	10%&0%	11	-4%
CSc1nc2cc(Cl)ccc2s1	4%	i	4%	9%	2%	12	-1%	8	-4%
O=C(c1ccccc1F)N1CCC(N2CCCCCC2)CC1	-15%	i	7%	7%	-12%	0	-12%	31	-25%
O=C(CSc1nn(-c2ccc(F)cc2)c(=S)s1)N1CCN(C(=O)c2ccco2)CC1	4%	i	-3%	6%	-1%	13	-3%	0	-3%
CCN1CCCC1CNC(=O)C(NC(=O)C1CCC(C)CC1)C(C)C (stereo not drawn)	4%	i	2%	-2%	-3%	6	2%	3	-10%
CCN(CC)C(=O)CSc1nc2ccccc2c(=O)n1-c1ccccc1OC	6%	i	-1%	-15%	-2%	9	-2%	5	2%
O=C1CSC(=NC2CCCCC2)N1	9%	i	-7%	-7%	1%	0	-10%	8	10%
COCCNS(=O)(=O)c1ccc(OCC(=O)OC)c(Cl)c1	4%	i	3%	0%	-8%	0	6%	4	-4%
O=C1OCCC1Sc1nc2cc(Cl)ccc2s1 (stereo not drawn)	12%	i	-2%	9%	-1%	10	5%	5	4%
Cc1ccc(SCCC(=O)NCC2CCCO2)cc1 (stereo not drawn)	-1%	i	0%	-20%	-6%	10	3%	6	-13%
Cc1n[nH]c(=O)nc1NCC1CCCO1 (stereo not drawn)	12%	i	-6%	.	-8%	3	0%	0	-6%
COC(=O)c1c(C)[nH]c(C(=O)C(C)Sc2nnc(-c3cc(OC)c(OC)c(OC)c3)o2)c1C (stereo not drawn)	7%	i	-2%	6%	8%	0	14%	0	11%

Copied from above for reference:
SMILES	Alkaline phosphatase	DPM-DC inhibit	Bfl-1 inhibitors	LYP phosphatase	HPDE-C7 viability	PMK inhibit	HT1080 cytotoxicity	MK inhibit	KRASV12 cytotoxicity	others
CCOC(=O)N1CCN(CCC(=O)Nc2cccc(Br)c2)CC1	15%	i	0%	.	-9%	12	10%&0%	11	-4%
CSc1nc2cc(Cl)ccc2s1	4%	i	4%	9%	2%	12	-1%	8	-4%

(more compounds)
SMILES	Alkaline phosphatase	DPM-DC inhibit	Bfl-1 inhibitors	LYP phosphatase	HPDE-C7 viability	PMK inhibit	HT1080 cytotoxicity	MK inhibit	KRASV12 cytotoxicity	others
CCOC(=O)c1sc(=S)n(-c2cccc(OC)c2)c1N	8%	i	-5%	11%	2%	10	-5%	5	5%
CCCC(OC(=O)CN1C(=O)COc2ccccc21)C(=O)NC1CCCC1 (stereo not drawn)	6%	i	-4%	.	-26%	19	-3%	2	-33%	PMK inhibit pilot replicates=0.0;MK inhibit pilot replicates=0.0;DPM-DC inhibit pilot screen %=0.0
O=C(CS(=O)(=O)Cc1ccccc1)Nc1ncccn1	10%	i	3%	5%	-19%	0	-5%	0	-18%
CCOC(=O)/N=C(/NC(=O)Nc1ccc(C(=O)OCC)cc1)OC	17%	i	-4%	-9%	2%	7	50%	7	16%	PMK inhibit pilot replicates=0.5;MK inhibit pilot replicates=0.0;DPM-DC inhibit pilot screen %=0.0
COc1ccccc1NC(=O)Cc1cccs1	14%	i	-10%	-3%	-4%	2	6%	2	-20%

Ten structures out of the list, sorted by molar mass, lowest first:
SMILES	Alkaline phosphatase	DPM-DC inhibit	Bfl-1 inhibitors	LYP phosphatase	HPDE-C7 viability	PMK inhibit	HT1080 cytotoxicity	MK inhibit	KRASV12 cytotoxicity	others
COc1ccccc1NC(=O)Cc1cccs1	14%	i	-10%	-3%	-4%	2	6%	2	-20%
Cc1ccc(SCCC(=O)NCC2CCCO2)cc1 (stereo not drawn)	-1%	i	0%	-20%	-6%	10	3%	6	-13%
O=C1OCCC1Sc1nc2cc(Cl)ccc2s1 (stereo not drawn)	12%	i	-2%	9%	-1%	10	5%	5	4%
O=C(CS(=O)(=O)Cc1ccccc1)Nc1ncccn1	10%	i	3%	5%	-19%	0	-5%	0	-18%
CCOC(=O)c1sc(=S)n(-c2cccc(OC)c2)c1N	8%	i	-5%	11%	2%	10	-5%	5	5%
CCOC(=O)/N=C(/NC(=O)Nc1ccc(C(=O)OCC)cc1)OC	17%	i	-4%	-9%	2%	7	50%	7	16%	PMK inhibit pilot replicates=0.5;MK inhibit pilot replicates=0.0;DPM-DC inhibit pilot screen %=0.0
COCCNS(=O)(=O)c1ccc(OCC(=O)OC)c(Cl)c1	4%	i	3%	0%	-8%	0	6%	4	-4%
CCCC(OC(=O)CN1C(=O)COc2ccccc21)C(=O)NC1CCCC1 (stereo not drawn)	6%	i	-4%	.	-26%	19	-3%	2	-33%	PMK inhibit pilot replicates=0.0;MK inhibit pilot replicates=0.0;DPM-DC inhibit pilot screen %=0.0
CCN(CC)C(=O)CSc1nc2ccccc2c(=O)n1-c1ccccc1OC	6%	i	-1%	-15%	-2%	9	-2%	5	2%
COC(=O)c1c(C)[nH]c(C(=O)C(C)Sc2nnc(-c3cc(OC)c(OC)c(OC)c3)o2)c1C (stereo not drawn)	7%	i	-2%	6%	8%	0	14%	0	11%
